TcdB inh: TcdB glycohydrolase inhibitors, primary screen, biochemical, single point, plate reader; Toxin B (Clostridioides difficile), P18177; TcdB glycohydrolase enzymatic assay; inhibition, % at 9.99 µM; hit rate 0.24% among 350,000; AID 652162, 2013; in the data active means inhibition above about 10%
Target sequence (P18177 whole entry, looked up): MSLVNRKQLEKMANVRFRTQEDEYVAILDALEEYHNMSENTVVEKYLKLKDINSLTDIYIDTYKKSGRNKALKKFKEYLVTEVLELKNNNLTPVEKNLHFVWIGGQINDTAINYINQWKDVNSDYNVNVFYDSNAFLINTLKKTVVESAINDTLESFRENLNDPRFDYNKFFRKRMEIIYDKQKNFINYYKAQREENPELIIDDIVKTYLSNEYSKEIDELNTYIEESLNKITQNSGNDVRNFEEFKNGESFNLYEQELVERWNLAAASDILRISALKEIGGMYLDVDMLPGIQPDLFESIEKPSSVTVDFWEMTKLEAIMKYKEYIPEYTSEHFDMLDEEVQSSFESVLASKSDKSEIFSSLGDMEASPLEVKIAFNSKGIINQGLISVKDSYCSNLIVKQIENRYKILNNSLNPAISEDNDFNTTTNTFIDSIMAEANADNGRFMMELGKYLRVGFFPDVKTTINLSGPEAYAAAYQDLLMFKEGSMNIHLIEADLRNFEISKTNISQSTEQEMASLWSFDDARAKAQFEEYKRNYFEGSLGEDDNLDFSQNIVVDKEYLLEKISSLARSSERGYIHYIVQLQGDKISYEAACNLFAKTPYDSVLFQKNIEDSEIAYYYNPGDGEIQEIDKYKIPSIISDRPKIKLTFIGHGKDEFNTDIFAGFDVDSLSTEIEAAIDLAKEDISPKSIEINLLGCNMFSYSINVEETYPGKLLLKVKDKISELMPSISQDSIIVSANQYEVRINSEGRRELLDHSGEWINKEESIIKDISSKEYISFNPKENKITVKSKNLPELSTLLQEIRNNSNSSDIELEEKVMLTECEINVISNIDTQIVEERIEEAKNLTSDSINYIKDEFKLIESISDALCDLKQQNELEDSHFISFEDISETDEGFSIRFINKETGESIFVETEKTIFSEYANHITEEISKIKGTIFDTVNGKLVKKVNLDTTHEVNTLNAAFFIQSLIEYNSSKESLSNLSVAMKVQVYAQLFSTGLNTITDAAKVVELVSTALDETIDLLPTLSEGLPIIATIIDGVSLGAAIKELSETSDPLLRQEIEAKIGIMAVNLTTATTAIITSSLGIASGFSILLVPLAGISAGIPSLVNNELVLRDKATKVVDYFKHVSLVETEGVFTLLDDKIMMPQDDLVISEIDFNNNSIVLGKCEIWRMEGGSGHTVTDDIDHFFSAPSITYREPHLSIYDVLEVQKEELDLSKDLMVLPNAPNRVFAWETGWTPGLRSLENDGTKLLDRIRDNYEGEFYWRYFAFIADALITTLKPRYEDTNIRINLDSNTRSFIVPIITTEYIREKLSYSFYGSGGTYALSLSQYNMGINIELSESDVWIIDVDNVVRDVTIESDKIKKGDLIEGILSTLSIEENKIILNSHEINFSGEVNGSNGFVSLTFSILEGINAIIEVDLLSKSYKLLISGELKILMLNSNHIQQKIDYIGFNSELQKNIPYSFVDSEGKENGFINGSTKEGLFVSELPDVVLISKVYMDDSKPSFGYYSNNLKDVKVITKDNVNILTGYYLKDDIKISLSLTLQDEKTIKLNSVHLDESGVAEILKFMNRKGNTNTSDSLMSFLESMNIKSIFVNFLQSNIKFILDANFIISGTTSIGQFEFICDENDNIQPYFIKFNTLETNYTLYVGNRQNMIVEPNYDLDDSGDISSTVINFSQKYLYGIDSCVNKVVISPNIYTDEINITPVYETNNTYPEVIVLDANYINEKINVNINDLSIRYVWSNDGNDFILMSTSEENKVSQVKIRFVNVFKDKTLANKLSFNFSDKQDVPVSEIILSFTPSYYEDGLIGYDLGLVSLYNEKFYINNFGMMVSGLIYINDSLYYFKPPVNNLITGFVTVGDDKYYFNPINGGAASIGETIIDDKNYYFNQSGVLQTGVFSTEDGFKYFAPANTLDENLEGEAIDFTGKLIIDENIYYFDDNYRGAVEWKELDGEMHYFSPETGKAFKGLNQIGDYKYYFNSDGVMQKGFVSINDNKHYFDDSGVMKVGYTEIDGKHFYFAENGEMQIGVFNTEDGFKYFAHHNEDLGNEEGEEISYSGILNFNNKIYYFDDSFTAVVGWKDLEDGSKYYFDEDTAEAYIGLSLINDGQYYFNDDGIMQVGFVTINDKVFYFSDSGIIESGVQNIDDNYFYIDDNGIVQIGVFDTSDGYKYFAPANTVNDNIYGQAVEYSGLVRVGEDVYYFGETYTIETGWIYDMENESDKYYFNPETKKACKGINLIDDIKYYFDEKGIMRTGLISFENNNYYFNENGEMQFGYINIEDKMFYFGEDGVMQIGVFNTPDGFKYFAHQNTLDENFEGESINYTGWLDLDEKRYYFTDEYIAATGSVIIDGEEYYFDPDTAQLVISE
The depositor's hits bear a star. An excerpt (hit frequency here may not be typical).

> C[C@H]1CN([C@@H](C)CO)S(=O)(=O)c2ccc(C#CC3(O)CCCC3)cc2O[C@H]1CN(C)C(=O)c1ccccc1
- TcdB inh = 0.6
> C[C@@H]1CCCCO[C@H](CN(C)Cc2ccc3c(c2)OCO3)[C@@H](C)CN([C@H](C)CO)C(=O)c2cc(NS(=O)(=O)c3ccc(F)cc3)ccc2O1
- TcdB inh = 0.9
> CN(C)CC(=O)N1[C@H](CO)[C@H](c2ccc(C#CC3CC3)cc2)[C@@H]1C#N
- TcdB inh = 0.7
> CO[C@H]1CN(C)C(=O)c2ccc(NC(C)=O)cc2OC[C@@H](C)N(Cc2ccccc2F)C[C@@H]1C
- TcdB inh = 1.0
> O=C(C[C@@H]1CC[C@@H]2[C@H](COC[C@@H](O)CN2C(=O)c2ccc(F)cc2)O1)NCCCN1CCOCC1
- TcdB inh = -1.0
> CC(C)C#Cc1ccc([C@@H]2[C@H](CO)N3CCCCN(CC4CC4)C[C@@H]23)cc1
- TcdB inh = -0.2
> CC(C)CC#Cc1cnc2c(c1)C(=O)N([C@@H](C)CO)C[C@H](C)[C@@H](CN(C)Cc1ccccn1)O2
- TcdB inh = -6.5
> C[C@H](CO)N1C[C@H](C)[C@@H](CN(C)C(=O)Nc2cccc3ccccc23)Oc2c(NC(=O)c3ccc(-c4nccs4)cc3)cccc2C1=O
- TcdB inh = -12
> C[C@@H]1CN([C@H](C)CO)C(=O)c2cc(Br)cnc2O[C@@H]1CN(C)CC1CC1
- TcdB inh = 0.3
> CCC(=O)Nc1ccc2c(c1)C(=O)N(C)C[C@@H](OC)[C@@H](C)CN(Cc1ccccn1)[C@H](C)CO2
- TcdB inh = -1.2
> CO[C@H]1CN(C)C(=O)c2ccc(NC(=O)Nc3ccccc3F)cc2OC[C@H](C)N(C)C[C@H]1C
- TcdB inh = 0.2
> O=C(c1ccc(F)cc1)N1CC(=O)N2[C@H](CO)[C@@H](c3ccc(/C=C/c4ccccc4)cc3)[C@@H]2C1
- TcdB inh = 0.8
> C[C@@H]1CN([C@@H](C)CO)C(=O)c2ccccc2-c2ccccc2CO[C@@H]1CN(C)S(=O)(=O)Cc1ccccc1
- TcdB inh = 1.1
> C[C@H](CO)N1C[C@H](C)[C@@H](CN(C)C(=O)Nc2ccc(F)cc2)OCCCC[C@H](C)Oc2ccc(NS(=O)(=O)c3cccs3)cc2C1=O
- TcdB inh = -2.6
> C[C@H](CO)N1C[C@H](C)[C@H](CN(C)S(=O)(=O)c2cccs2)Oc2ccc(NS(=O)(=O)c3ccc(F)cc3)cc2C1=O
- TcdB inh = 0.3
> CCS(=O)(=O)N1CCC2(CC1)CN(C(=O)Nc1cccc(F)c1)[C@H](CO)c1c2c2ccc(OC)cc2n1C
- TcdB inh = -0.2
> C[C@H](CO)N1C[C@H](C)[C@H](CN(C)S(=O)(=O)c2ccc(F)cc2)OCc2ccccc2-c2c(n(C)c3ccccc23)C1=O
- TcdB inh = 0.8
> O=C(Cc1ccccc1)N[C@H]1C=C[C@H](CC(=O)N2CCOCC2)O[C@@H]1CO
- TcdB inh = -0.3
> C[C@@H]1CN([C@@H](C)CO)C(=O)Cc2cc(NC(=O)c3ccncc3)ccc2O[C@@H]1CN(C)S(C)(=O)=O
- TcdB inh = -0.1
> O=C(NCC[C@H]1CC[C@H](NC(=O)C2CCCCC2)[C@@H](CO)O1)c1ccc(F)cc1
- TcdB inh = -0.1
> CCCC(=O)Nc1ccc2c(c1)C(=O)N(C)[C@H]1CC[C@@H](CC(=O)O)O[C@@H]1CO2
- TcdB inh = -19
> C[C@@H]1CN([C@@H](C)CO)C(=O)c2cc(NS(C)(=O)=O)ccc2O[C@H]1CN(C)S(=O)(=O)c1cn(C)cn1
- TcdB inh = 0.5
> N#C[C@H]1[C@@H](c2ccccc2)[C@@H](CO)N1C(=O)Nc1cccc(F)c1
- TcdB inh = -0.5
> O=C(C[C@@H]1CC[C@@H]2[C@H](COC[C@@H](O)CN2C(=O)Nc2ccc(Cl)cc2)O1)N1CCCCC1
- TcdB inh = 0.4
> CC(C)NC(=O)Nc1cccc2c1O[C@H](CN(C)Cc1ccc3c(c1)OCO3)[C@H](C)CN([C@@H](C)CO)C2=O
- TcdB inh = -0.9

Reformatted tab-delimited: three of the compounds above
compound	TcdB inh
CN(C)CC(=O)N1[C@H](CO)[C@H](c2ccc(C#CC3CC3)cc2)[C@@H]1C#N	0.7
CO[C@H]1CN(C)C(=O)c2ccc(NC(C)=O)cc2OC[C@@H](C)N(Cc2ccccc2F)C[C@@H]1C	1.0
O=C(C[C@@H]1CC[C@@H]2[C@H](COC[C@@H](O)CN2C(=O)c2ccc(F)cc2)O1)NCCCN1CCOCC1	-1.0

The listing continues:
> CCC(=O)Nc1ccc2c(c1)OC[C@H](C)N(C(=O)Cc1cccnc1)C[C@@H](C)[C@@H](OC)CN(C)C2=O
- TcdB inh = -0.2
> COc1cccc(S(=O)(=O)N2CCCCN3[C@H](CO)[C@@H](c4ccc(-c5ccccc5)cc4)[C@@H]3C2)c1
- TcdB inh = -0.7
> Cc1noc(C)c1NC(=O)NCC[C@@H]1CC[C@H](NC(=O)Nc2cccc(Cl)c2)[C@@H](CO)O1
- TcdB inh = -0.2
> C[C@H](CO)N1C[C@H](C)[C@@H](CN(C)S(=O)(=O)c2cn(C)cn2)OCCCC[C@H](C)Oc2ccc(NS(C)(=O)=O)cc2C1=O
- TcdB inh = -7.2
> CCCC(=O)Nc1ccc2c(c1)OC[C@H](C)N(C(=O)CC)C[C@@H](C)[C@@H](OC)CN(C)C2=O
- TcdB inh = 0.6
> C[C@H]1CN([C@@H](C)CO)C(=O)c2cc(C#Cc3ccc(F)cc3)cnc2O[C@@H]1CN(C)S(C)(=O)=O
- TcdB inh = -0.2
> COc1cccc(-c2ccc([C@@H]3[C@@H](CO)N(C(=O)C4CC4)C34CN(C(C)=O)C4)cc2)c1
- TcdB inh = 0.7
> CO[C@@H]1CN(C)C(=O)c2cc(NC(C)=O)ccc2OC[C@H](C)N(C(=O)C2CCOCC2)C[C@H]1C
- TcdB inh = 0.3
> CO[C@H]1CN(C)C(=O)c2cc(NS(C)(=O)=O)ccc2OC[C@H](C)N(C(=O)CN(C)C)C[C@H]1C
- TcdB inh = 0.5
> C[C@H]1CN([C@@H](C)CO)C(=O)c2cccc(NC(=O)c3ccc(-c4nccs4)cc3)c2O[C@H]1CN(C)S(=O)(=O)c1cccs1
- TcdB inh = -1.3
> C/C=C/c1ccc2c(c1)O[C@H](CN(C)C(=O)Nc1ccc(F)cc1)[C@H](C)CN([C@H](C)CO)S2(=O)=O
- TcdB inh = -0.7
> Cc1noc(C)c1NC(=O)N(C)C[C@@H]1OCCCC[C@H](C)Oc2ccc(NC(=O)NC(C)C)cc2C(=O)N([C@H](C)CO)C[C@@H]1C
- TcdB inh = 0.5
> C[C@H]1CN([C@@H](C)CO)C(=O)c2cccc(NC(=O)NC3CCCCC3)c2O[C@H]1CN(C)Cc1ccc(-c2ccccc2)cc1
- TcdB inh = -0.5
> Cc1ccc(S(=O)(=O)Nc2ccc3c(c2)CC(=O)N([C@H](C)CO)C[C@H](C)[C@@H](CN(C)S(=O)(=O)c2c(C)noc2C)O3)cc1
- TcdB inh = -0.2
> COc1ccc(NC(=O)Nc2ccc3c(c2)C(=O)N([C@H](C)CO)C[C@@H](C)[C@H](CN(C)C(=O)Nc2ccc(OC)cc2)O3)cc1
- TcdB inh = 0.9
> CC(C)CC#Cc1ccc2c(c1)O[C@@H](CN(C)C(=O)C1CCCCC1)[C@H](C)CN([C@H](C)CO)S2(=O)=O
- TcdB inh = -0.2
> O=C(C[C@@H]1CC[C@H]2[C@@H](COC[C@@H](O)CN2C(=O)Nc2ccc(F)cc2)O1)NCCCN1CCOCC1
- TcdB inh = -0.9
> O=C(c1cccnc1)N1C[C@@H]2[C@H](c3ccccc31)[C@H](CO)N2C(=O)C1CCOCC1
- TcdB inh = -0.3
> C[C@H]1CN([C@@H](C)CO)C(=O)c2cccc(NS(=O)(=O)c3cn(C)cn3)c2O[C@H]1CN(C)Cc1ccc(C(=O)Nc2ccccc2N)cc1
- TcdB inh = -0.7
> CCC(=O)N1C[C@@H](C)[C@H](OC)CN(C)C(=O)c2cc(NC(=O)NC(C)C)ccc2OC[C@H]1C
- TcdB inh = 0.0
> C[C@@H]1CN([C@H](C)CO)C(=O)c2cc(C#Cc3ccccn3)cnc2O[C@H]1CN(C)Cc1cccnc1
- TcdB inh = 0.9
> CCCNC(=O)C[C@@H]1C[C@@H]2c3cc(NS(=O)(=O)c4cccc(OC)c4)ccc3O[C@@H]2[C@H](CO)O1
- TcdB inh = -0.5
> C[C@@H]1CN([C@@H](C)CO)C(=O)c2cc(NC(=O)CCCN(C)C)ccc2O[C@@H](C)CCCCO[C@@H]1CN(C)S(=O)(=O)c1ccc(F)cc1
- TcdB inh = 0.5
> CN(C)C(=O)c1cccc(-c2ccc3c(c2)[C@H]2[C@H](CCN2S(=O)(=O)c2ccccc2)[C@@H](CO)N3)c1
- TcdB inh = 1.3
> COCC(=O)Nc1ccc2c(c1)C(=O)N(C)C[C@@H](OC)[C@H](C)CN(C(C)=O)[C@H](C)CO2
- TcdB inh = 0.7

> O=C(Nc1cccc(F)c1)N1CCCCN2[C@H](C1)[C@@H](c1ccc(C#CC3CC3)cc1)[C@@H]2CO
- TcdB inh = 1.1
> COc1ccc(NC(=O)Nc2ccc3c(c2)C(=O)N([C@H](C)CO)C[C@@H](C)[C@H](CN(C)C(=O)Cc2ccccc2)OCCCC[C@H](C)O3)cc1
- TcdB inh = 1.4
> CC(C)NC(=O)Nc1ccc2c(c1)C(=O)N([C@H](C)CO)C[C@@H](C)[C@H](CN(C)C(=O)C1CCCCC1)OCCCC[C@@H](C)O2
- TcdB inh = 0.9
> CC(=O)N1[C@H](CO)[C@H]2c3ccccc3N(C(=O)c3ccccc3)C[C@H]21
- TcdB inh = 1.0
> C[C@@H]1CCCCO[C@@H](CN(C)C(=O)C2CCCCC2)[C@H](C)CN([C@@H](C)CO)C(=O)c2cc(NC(=O)CCCCCC(=O)Nc3ccccc3N)ccc2O1
- TcdB inh = -2.9
> C/C=C/c1ccc([C@@H]2[C@@H](CO)N3CCCCN(C(=O)Nc4ccc(OC)cc4)C[C@@H]23)cc1
- TcdB inh = 0.0
> CCC(=O)Nc1ccc2c(c1)C(=O)N(C)C[C@@H](OC)[C@H](C)CN(Cc1ccc(-c3ccccn3)cc1)[C@H](C)CO2
- TcdB inh = 0.3
> COCC(=O)N1CC[C@@H]2[C@H]1c1cc(-c3ccc(F)cc3)ccc1N(C)[C@@H]2CO
- TcdB inh = -0.1
> CCCNC(=O)[C@@H]1[C@@H](CO)[C@@H]2Cn3c(ccc(-c4cccc(F)c4)c3=O)[C@@H]2N1C(=O)CC
- TcdB inh = -3.0
> C[C@@H]1CCCCO[C@H](CN(C)S(C)(=O)=O)[C@@H](C)CN([C@H](C)CO)C(=O)c2cc(NC(=O)c3ccncc3)ccc2O1
- TcdB inh = -1.5
> CN(C)CC#Cc1ccc([C@@H]2[C@@H](CO)N3CCCCN(S(=O)(=O)c4ccccc4)C[C@@H]23)cc1
- TcdB inh = -1.3
> CC(C)CC#Cc1cnc2c(c1)C(=O)N([C@H](C)CO)C[C@@H](C)[C@H](CN(C)Cc1ccccc1C(=O)O)O2
- TcdB inh = -3.2
> CN1C(=O)c2cc(NC(=O)c3cccs3)ccc2OC[C@H]2O[C@H](CC(=O)NCCN3CCCCC3)CC[C@@H]21
- TcdB inh = -0.2
> COc1ccc(S(=O)(=O)N2C[C@@H](O)COC[C@H]3O[C@@H](CC(=O)N[C@@H]4CCN(Cc5ccccc5)C4)CC[C@@H]32)cc1
- TcdB inh = -0.3
> C[C@H](O)C#Cc1ccc2c(c1)O[C@H](CN(C)Cc1ccccn1)[C@H](C)CN([C@H](C)CO)S2(=O)=O
- TcdB inh = -0.2
> O=C(C[C@H]1CC[C@H]2[C@@H](COC[C@H](O)CN2S(=O)(=O)c2cccc(Cl)c2)O1)Nc1ccccc1
- TcdB inh = 0.9
> Cc1ccc(S(=O)(=O)N(C)C[C@@H]2Oc3ccc(NC(=O)Nc4ccccc4)cc3C(=O)N([C@H](C)CO)C[C@H]2C)cc1
- TcdB inh = 0.7
> C[C@@H]1CN([C@@H](C)CO)C(=O)c2ccccc2-c2ccccc2CO[C@H]1CN(C)S(=O)(=O)c1ccc(F)cc1
- TcdB inh = 0.8
> C[C@@H]1CN([C@H](C)CO)C(=O)Cc2cc(NC(=O)Nc3cccc4ccccc34)ccc2O[C@H]1CN(C)Cc1ccc(-c2ccccc2)cc1
- TcdB inh = 0.6
> CO[C@@H]1CN(C)C(=O)c2cc(NC(=O)C3CC3)ccc2OC[C@H](C)N(C)C[C@H]1C
- TcdB inh = 0.2
> CC(=O)N1CC2(C1)[C@H](c1ccc(-c3ccc(F)cc3)cc1)[C@H](CO)N2CC1CC1
- TcdB inh = 0.2
> CCCC#Cc1ccc([C@@H]2[C@@H](CO)N3C(=O)CN(C(=O)c4ccccn4)C[C@H]23)cc1
- TcdB inh = 0.6
> CCCNC(=O)N1CC2(C1)CN(C(=O)NC1CCCC1)[C@@H](CO)c1[nH]c3cc(OC)ccc3c12
- TcdB inh = -1.2
> COc1ccc2c3c(n(C)c2c1)[C@H](CO)N(CC1CCOCC1)CC31CN(CC2CCOCC2)C1
- TcdB inh = -3.5
> C[C@@H]1CN([C@H](C)CO)C(=O)c2cccc(NS(=O)(=O)c3ccc(F)cc3)c2O[C@H]1CN(C)Cc1ccc(C(F)(F)F)cc1
- TcdB inh = 2.6

> C[C@H]1CCCCO[C@@H](CN(C)C(=O)CCC(F)(F)F)[C@@H](C)CN([C@@H](C)CO)C(=O)c2cc(NC(=O)C3CCCCC3)ccc2O1
- TcdB inh = 0.5
> Cc1cccc(S(=O)(=O)N[C@@H]2CC[C@@H](CCNC(=O)Nc3cc(F)ccc3F)O[C@@H]2CO)c1
- TcdB inh = -0.4
> COCCNC(=O)C[C@H]1C[C@@H]2c3cc(NS(C)(=O)=O)ccc3O[C@@H]2[C@@H](CO)O1
- TcdB inh = -0.5
> C[C@@H]1CN([C@H](C)CO)C(=O)c2cc(NC(=O)C3CC3)ccc2O[C@@H]1CN(C)S(C)(=O)=O
- TcdB inh = 0.0
> O=C(Nc1ccccc1F)N[C@H]1CC[C@H](CCNC(=O)C2CC2)O[C@H]1CO
- TcdB inh = -4.3
> N#C[C@H]1[C@@H](c2ccc(C#Cc3cccc(F)c3)cc2)[C@@H](CO)N1C(=O)C1CCCC1
- TcdB inh = -0.6
> Cc1noc(C)c1NC(=O)N[C@H]1CC[C@@H](CC(=O)Nc2ccc(-c3ccccc3)cc2)O[C@H]1CO
- TcdB inh = -6.1

Screening results (PubChem BioAssay)
